Shiga inhibitor = Shiga toxin inhibition; Vero cells, Shiga toxin protein synthesis inhibition reporter; 9.2% of 290,000 active; inhibition, % at 38.7 µM; in the data active = inhibition mostly above about 28%, no sharp cut-off; inactive = mostly below about 43%; also: 0% is about no effect
Giardia FBPA inh = blocks Giardia fructose-bisphosphate aldolase activity. A8B2U2. purified Giardia FBPA. Potency, µM (series often up to 59.6 µM), inactives show at the top dose activity, negative = inhibition, actives largely listed as inhibitors. 0.71% of 290,000 active. AID 2451; also: potency is read from the fitted curve at half-maximal effect; % is scaled to controls: 0 for no effect and ±100 for the full control effect; nearly all actives have a fitted effect of over 55% in size
Target sequence (A8B2U2 whole entry, looked up): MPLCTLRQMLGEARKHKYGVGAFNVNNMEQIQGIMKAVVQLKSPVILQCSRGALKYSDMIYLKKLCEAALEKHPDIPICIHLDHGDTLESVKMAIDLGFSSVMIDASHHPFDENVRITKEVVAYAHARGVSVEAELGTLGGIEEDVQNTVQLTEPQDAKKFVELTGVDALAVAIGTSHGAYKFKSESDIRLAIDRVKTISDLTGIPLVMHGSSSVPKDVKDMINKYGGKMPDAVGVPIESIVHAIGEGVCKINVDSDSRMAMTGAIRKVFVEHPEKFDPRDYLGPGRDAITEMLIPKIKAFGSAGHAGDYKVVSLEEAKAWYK
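Giardia FBPA (40 nM reagent) was preincubated 10 min at RT with compound (up to 57.5 uM final), then substrate plus GAPDH/TPI/NAD/arsenate coupling system with diaphorase/resazurin was added; resorufin fluorescence (525/598 nm) was read after 20 min.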
HCMV antiviral = human cytomegalovirus inhibition; HFF cells, HCMV-luciferase reporter, 72 h; hits give low values; activity change, negative = inhibition, % at 57.5 µM; 4.5% of 410,000 active; AID 1259415; in the data active = activity change below about -60%; inconclusive = no clear call, values can overlap the other calls; inactive = above about -39%; also: % is scaled to controls: 0 for no effect and ±100 for the full control effect
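Screen run at 2 compound doses on HFFs infected with reporter HCMV, MOI 1 PFU/cell. Luciferase activity from cell lysates at 72 h post infection gave inhibition relative to buffer-only and Salinomycin wells.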
CHX counter = affects cycloheximide protein synthesis inhibition readout, counter-screen. 12% of 300,000 active. max response, %. AID 2314. cell reporter, cycloheximide protein synthesis inhibition counterscreen; in the data active = max response mostly above about 13%, no sharp cut-off; inactive = mostly below about 14%; also: read at 38.3 µM for the half of the compounds with a filed dose; 0% is about no effect
AmpC no deterg = inhibitors of E. coli AmpC beta-lactamase without detergent | 0.52% of 330,000 active | AmpC nitrocefin hydrolysis, absorbance 480 nm, 0.0001% Triton | P00811 | Potency, µM (titrated, usually from 57.1 µM), without a hit: at the highest dose activity change, negative = inhibition, usual class: inhibitors;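 also: potency is read from the fitted curve at half-maximal effect; plate controls were no compound for no effect and no enzyme for full effect; nearly all actives have a fitted effect of over 20% in size; some results filed as inactive show a strong effect at the top dose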
Target sequence (P00811 whole entry, looked up): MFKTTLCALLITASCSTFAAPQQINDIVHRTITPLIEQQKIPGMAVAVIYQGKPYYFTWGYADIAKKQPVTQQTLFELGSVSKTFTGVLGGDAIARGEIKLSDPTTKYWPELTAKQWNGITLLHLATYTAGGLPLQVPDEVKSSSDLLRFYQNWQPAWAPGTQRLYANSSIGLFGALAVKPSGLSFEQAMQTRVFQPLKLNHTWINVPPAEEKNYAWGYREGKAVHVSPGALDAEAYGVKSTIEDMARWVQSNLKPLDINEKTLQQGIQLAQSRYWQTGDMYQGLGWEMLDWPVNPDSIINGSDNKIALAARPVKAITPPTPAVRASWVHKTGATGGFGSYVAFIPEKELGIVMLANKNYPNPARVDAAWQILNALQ
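AmpC (5.3 nM in the dispensed reagent) in 20 mM phosphate pH 7.0 with 0.01% (detergent screen) or 0.0001% Triton X-100 was preincubated with compounds for 15 min at room temperature. Nitrocefin was then added from an 800 uM solution, and hydrolysis was followed at 480 nm.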
AmpC detergent = blocks E. coli AmpC beta-lactamase in detergent assay; 0.041% of 370,000 active; AID 485294; P00811; Potency, µM (series often up to 114 µM), without a hit: at the highest dose activity change, negative = inhibition, actives largely listed as inhibitors; AmpC hydrolysis of nitrocefin, absorbance 480 nm, 0.01% Triton;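 also: potency is read from the fitted curve at half-maximal effect; 0% = no-compound wells and -100% = no-enzyme wells; nearly all actives have a fitted effect of over 25% in size; some results filed as inactive show a strong effect at the top dose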
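AmpC (5.3 nM in the dispensed reagent) in 20 mM phosphate pH 7.0 with 0.01% (detergent screen) or 0.0001% Triton X-100 was preincubated with compounds for 15 min at room temperature. Nitrocefin was then added from an 800 uM solution, and hydrolysis was followed at 480 nm.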
AMA1 RON2 block = inhibitors of Plasmodium falciparum AMA1-RON2 interaction. AID 720542. AlphaScreen AMA1-biotinylated RON2 peptide binding. Potency, µM (titrated, usually from 58.2 µM), for inactives: top-dose activity change, negative = inhibition, actives largely listed as inhibitors. 0.2% of 360,000 active;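 also: potency is read from the fitted curve at half-maximal effect; 0% = vehicle wells and -100% = peptide control; nearly all actives have a fitted effect of over 45% in size; some results filed as inactive show a strong effect at the top dose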
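AMA1 (3D7) with his tag at 25 nM final met compounds first, then biotinylated RON2 peptide at 25 nM; detection used donor plus acceptor beads, 10 µg/mL apiece, read by AlphaScreen after 30 min at room temperature.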
* = called active by the depositor; u = inconclusive; x = no result given; & = joins results of further samples; ! = not confirmed by another sample; [ ] = dose if it differs, or a comment. Unless noted, calls follow the shape of the dose curve; as a rule, active = well fitted curve in the direction sought with a large enough effect; inconclusive = small, poorly fitted or top-dose-only effect, or another doubt; inactive = no such curve, though single readings can be large; an effect the other way counts as inactive or inconclusive. Outcome played no part in choosing rows; overall some 16% were active at least once.

SMILES	Shiga inhibitor	Giardia FBPA inh	HCMV antiviral	CHX counter	AmpC no deterg	AmpC detergent	AMA1 RON2 block
COc1ccc(N(CC(=O)NC2CCCC2)S(=O)(=O)c2c(C)[nH]c(=O)[nH]c2=O)cc1	8	-10%	12	3	3%	u	1%
CCN(CC)C(=O)Cn1nnc(-c2ccc(S(C)(=O)=O)cc2)n1	-16	0%	13	-2	-2%	-7%	0%
O=C(CC1C(=O)NCCN1C(=O)Nc1ccccc1)Nc1cc(Cl)cc(Cl)c1 (stereo not given)	-9	1%	-23	-2	212%[activator]	u	-4%
CCc1sc(C(=O)NCCCn2ccnc2)cc1Br	x	13%	-23	4	137%[activator]	-8%	-2%
CC(=O)Nc1ccc(N=Nc2ccccc2)cc1	65*	5%	99	49*	-10%	u	-19%
O=c1[nH]c2cccc(F)c2n2cccc12	-8	9%	70	-4	-9%	6%	-8%
COCCSc1ccccc1C(=O)NCc1ccc2c(c1)OCO2	-24	6%	-24	-5	-5%	1%	-3%
COc1ccc(-c2noc(CCCC(=O)NCCc3ccccc3)n2)cc1OC	11	2%	4	8	61%[activator]	3%	7%
CCOP(=O)(/C(C#N)=C(\C)O)c1ccccc1 (stereo not given)	-12	1%	-26	-1	-12%	2%	7%
C=C(C)Cn1c(CCNC(=O)CC)nc2ccccc21	-5	-1%	-20	-4	-16%	-4%	-10%
COC(=O)C1=C(Nc2ccccc2NC(=O)c2ccccc2C(=O)O)CSC1	103*	-27%	127	56*	-26%	5%	38%[activator]
CCOC(=O)N1CCN(C(=O)C(NC(=O)c2ccc(C(C)(C)C)cc2)C(C)C)CC1 (stereo not given)	x	x	-62*	x	171%[activator]	-3%	0%
Cc1ccc(NC(=O)Nc2cccn(Cc3c(F)cccc3Cl)c2=O)cc1	34	-20%	33	-1	-32%	3%	-5%
O=c1cc(-c2cccc(Cl)c2)oc2cccc(O)c12	97&2	1%&-15%	4	27*!	-17%	-2%	4%
CCOc1ccc(S(=O)(=O)N2CCCC(C(=O)Nc3cccc(C)c3)C2)cc1 (stereo not given)	1	-5%	58	-2	13%	-4%	4%
CCOC(=O)N1CCN(C(=S)NC(=O)c2ccc(Br)cc2)CC1	14	u	11	7	-24%	1%	46%[activator]
O=C(/C=C/c1ccc(Cl)cc1Cl)Nc1ccncc1	96*	1%	-4	50*	-34%	-2%	-18%
CCc1ccc2[nH]cc(C(=O)OCCOC)c(=O)c2c1	-15	6%	-27	-1	-10%	-19%	13%
CC(C)Cn1c(N)c(S(=O)(=O)c2cccs2)c2nc3ccccc3nc21	4	-30%	x	4	-35%	0%	0%
C/C(=N\Nc1cccc(Cl)c1)C1(C)N(O)C(C)(C)C(c2ccco2)=[N+]1[O-] (stereo not given)	74*	-8%	-12	30*	25%	-12%	-19%
COc1ccc(S(=O)(=O)N2CCN(c3ccccc3)CC2)cc1C(=O)N1CCCC1	-4	x	-7	-3	89%[activator]	-4%	8%
Cc1ccc(C)c(C(C)NC(=O)C2C3CCC(O3)C2C(=O)O)c1 (stereo not given)	0	11%	x	-2	-7%	1%	x
CCOC(=O)C1(Cc2ccc(OC)cc2)CCN(C(=O)Cc2cccnc2)CC1	18	1%	52	2	24%	2%	-1%
Cc1onc(-c2ccccc2)c1C(=O)N1CCN(C/C=C/c2ccccc2)CC1	-16	-13%	-12	-8	139%[activator]	u	-18%

An excerpt from above in order of SMILES length, low to high:
SMILES	Shiga inhibitor	Giardia FBPA inh	HCMV antiviral	CHX counter	AmpC no deterg	AmpC detergent	AMA1 RON2 block
CCc1ccc2[nH]cc(C(=O)OCCOC)c(=O)c2c1	-15	6%	-27	-1	-10%	-19%	13%
Cc1ccc(NC(=O)Nc2cccn(Cc3c(F)cccc3Cl)c2=O)cc1	34	-20%	33	-1	-32%	3%	-5%
Cc1onc(-c2ccccc2)c1C(=O)N1CCN(C/C=C/c2ccccc2)CC1	-16	-13%	-12	-8	139%[activator]	u	-18%
C/C(=N\Nc1cccc(Cl)c1)C1(C)N(O)C(C)(C)C(c2ccco2)=[N+]1[O-] (stereo not given)	74*	-8%	-12	30*	25%	-12%	-19%

Carrying on.
SMILES	Shiga inhibitor	Giardia FBPA inh	HCMV antiviral	CHX counter	AmpC no deterg	AmpC detergent	AMA1 RON2 block
O=S(=O)(c1ccc(OCC(O)CN2CCc3ccccc3C2)cc1)N1CCOCC1 (stereo not given)	3	-1%	7	-3	8%	u	19%
COc1ccc(/C=C(/NC(=O)c2ccc(C)cc2)C(=O)NCc2ccncc2)cc1	-8	x	-24	-1	8%	1%	13%
CCOC(=O)c1oc2ccccc2c1NC(=O)c1cccc(OC)c1OC	6	19%	-24	3	2%	-11%	14%
CCc1cccc(C)c1NC(=O)COC(=O)CNC(=O)c1cccs1	x	x	-20	x	-2%	-14%	27%
Cc1ccc(-c2cnc(N)n2C)cc1C	32	19%	8	30*	-26%	-13%	68%[activator]
CCOC(=O)NC(=O)COC(=O)CCCSc1nc2ccccc2s1	13	9%	3	2	1%	0%	8%
Cc1cc2ccccc2c(=O)n1CC(=O)NCCC1=CCCCC1	16	0%	0	-1	-16%	-4%	3%
O=C(O)CN1C(=O)CSc2ccccc21	-5	4%	40	-1	-23%	-12%	7%
Cc1cccc(NC(=O)CCS(=O)(=O)c2cccc3nonc23)c1C	-6	4%	-26	-7	-4%	u	-16%
CCOc1nc(-c2ccc(C)cc2)ccc1-c1noc(COC)n1	31	-6%	30	5	45%	0%	-3%
Cc1ccc(C(=O)N/N=C\c2ccccc2[N+](=O)[O-])cn1	53	-2%	33	23*	-25%	-3%	14%
Cc1ccc(NS(=O)(=O)c2c(C)[nH]c(=O)[nH]c2=O)cc1C	-11	2%	-4	-2	21%	u	-1%
CC(=O)Nc1ccc(S(=O)(=O)N(Cc2ccccc2)c2ccccc2)cc1	25	5%	-29	1	-7%	3%	-10%
C[C@@H](CN1C2=NC[C@H](Cc3ccc(O)cc3)N2C[C@H]1Cc1ccc(O)cc1)NC(=O)CCC1CCCCC1	-6	3%	2	-3	2%	-5%	-15%
COC(=O)C(Cc1cnc[nH]1)NC(=O)C1CCC(=O)N1 (stereo not given)	-12	-8%	26	-5	-18%	-9%	13%
O=C(CN1C(=O)NC2(CCCC2)C1=O)OCC(=O)c1cccc(Cl)c1	x	x	5	x	-8%	-7%	11%
O=C(COC(=O)c1cccnc1Cl)Nc1cccc(S(=O)(=O)N2CCCCC2)c1	1	-5%	1	22	-21%	0%	-13%
COc1cc(/C=C/C(=O)NC(C)CCc2ccccc2)cc(OC)c1OC (stereo not given)	-4	0%	5	4	51%	-7%	-4%
COc1ccccc1OCC(=O)N(Cc1nc(-c2ccc(Cl)cc2)no1)C(C)C	19	-1%	14	-2	140%[activator]	u	-4%
CC(=O)Nc1ccc(NC(=O)C(C)OC(=O)/C=C/c2cccs2)cc1 (stereo not given)	-5	6%	62	5	-13%	-9%	6%
O=[N+]([O-])C1=CC=C2C(=NC3(CCCCC3)N2O)C1=NCCO	-8	7.1µM*	33	-3	-16%	-2%	-20%
CCCC(=O)N1CCCC(c2nc(-c3cccc(OC)c3)no2)C1 (stereo not given)	77*	0%	124	32*	72%[activator]	-12%	-1%
O=[N+]([O-])c1cc(-n2cccc2)ccc1N1CCOCC1	19	5%	u	11	1%	1%	u
N#Cc1ccc(-c2ccc(F)cc2)nc1Oc1ccc(Cl)c(Cl)c1	19	10%	-14	-3	-16%	2%	-13%
CC(C)NS(=O)(=O)c1ccc(OCC(=O)Nc2ccc3c(c2)OCCO3)cc1	-9	0%	-82*	2	-46%	u	-9%
CCCCNS(=O)(=O)c1ccc(S(=O)(=O)n2cnc3ccccc32)cc1	-6	-8%	-10	-1	-8%	3%	4%
CC1=[N+]([O-])C(N2CCOCC2)C(O)(c2ccccc2)C1 (stereo not given)	-11	4%	7	-4	-12%	-12%	1%
NP(=O)(OCC(F)(F)F)Oc1ccc(Cl)cc1 (stereo not given)	-3	1%	u	6	-8%	-4%	-6%
COC(=O)c1c(C)[nH]c(C(=O)OC(C)C(=O)N2CCOCC2)c1C (stereo not given)	x	x	22	x	4%	u	1%
O=C(COC(=O)C12CC3CC(CC(O)(C3)C1)C2)Nc1ccc(Cl)c(S(=O)(=O)N2CCOCC2)c1	x	x	4	x	37%	x	-4%
CCc1c(C)nc(N)n2c(SCC(=O)N3CCN(c4ccccc4OC)CC3)nnc12	-18	1%	x	-4	-3%	-12%	x
CCN1C(=O)[C@H]2[C@@H](c3ccc(C)cc3)N3C(=O)N(c4ccc(OC)cc4)C(=O)[C@@]3(C)[C@H]2C1=O	-3	-3%	-4	-1	-1%	u	-5%
COc1cc2c(cc1OC)C(CSc1ccccc1C(=O)O)=NC(C)(C)C2	-5	-16%	-39	-5	40%	9%	-11%
O=C(NN=Cc1ccc(O)cc1)c1ccccc1NS(=O)(=O)c1cccs1	x	x	-7	x	-30%	x	-9%
Cc1ccc(CNC(=O)CCOc2ccc(C(C)(C)C)cc2)cc1	-3	1%	20	-4	19%	1%	-18%
CC(C)(C)OCC(O)CN1CCN(C(=O)c2ccccc2)CC1 (stereo not given)	17	u	-33	-1	-2%	-17%	-1%
COC(=O)C1Cc2ccccc2CN1C(=O)CCl (stereo not given)	-10	-13%	u	13	-16%	u	-14%
COC(=O)CCC(=O)N1CCOCCOCCOCC1	-4	5%	26	-5	-7%	-12%	1%
CCOCCCn1cnc2c3cc(F)ccc3n(C)c2c1=O	-4	-2%	11	15	12%	-3%	-1%
COc1cc2c(cc1OC)CN(C(=O)CSc1nc(N)c(C#N)cc1C#N)CC2	22	-11%	9	-4	-20%	u	-6%
COc1ccc(OCc2cc(/C=N\NC(=O)c3ccccc3)ccc2OC)cc1	72*	x	u	33*	-12%	5%	7%
COc1ccccc1C(=O)N/C(=C/c1ccc(Br)cc1)C(=O)NCCCn1ccnc1	-6	x	-5	-3	117%[activator]	1%	4%
COc1ccc(C2SCC(=O)N2c2nc3ccccc3s2)cc1 (stereo not given)	111*	3%	u	42*	-42%	11%	-7%
CC(C)CC(c1nnnn1C(C)(C)C)N1CCN(Cc2ccccc2)CC1 (stereo not given)	-4	0%	-20	-5	144%[activator]	-3%	-1%
O=C1Cc2ccccc2Sc2ccc(O)cc21	-5	-5%	-13	1	-5%	8%	0%
CC(C)C(NC(=O)c1ccccc1Cl)C(=O)OCc1nc2scc(-c3ccccc3Cl)c2c(=O)[nH]1 (stereo not given)	16	5%	84	-4	-50%	-12%	-7%
CCOc1ccc(-n2nnc3c(=O)n(CC(=O)c4ccccc4)cnc32)cc1	-9	6%	4	1	-16%	u	-6%
CC(C)C(=O)Nc1ncc(Cc2cccc(Cl)c2)s1	-17	-6%	-69*	12	-27%	1%	3%
